Screening results deposited in PubChem BioAssay by several laboratories.
Y pestis TopoI = Yersinia pestis topoisomerase I inhibitors, primary screen, biochemical, cleavage product accumulation, plate reader, single point. Y. pestis Topo-I cleavage product accumulation. activity, % at 10 µM. actives 0.064% (n = 360,000). AID 504884, 2011; in the data active = activity above about 50%, passing the limit was not always enough; inconclusive = no clear call, values can overlap the other calls; also: inactives centre near 2
PrPC TRFRET = inhibitors of human cell surface prion protein PrPC, primary screen, cell-based, TR-FRET | inhibition, % at 13.8 µM | TR-FRET read-out | AID 720596, 2013 | actives 0.43% (n = 370,000) | Major prion protein (Homo sapiens), P04156; in the data active = inhibition above about 24%; also: 0% = median of the test wells and 100% = reference compound wells
SARS 3CLpro inh = SARS-CoV 3CLpro protease inhibitors, primary screen, biochemical, quenched FRET. Replicase polyprotein 1ab (Severe acute respiratory syndrome coronavirus), P0C6X7. recombinant SARS-CoV 3CLpro, quenched FRET peptide cleavage. inhibition, % at 6 µM. actives 0.14% (n = 290,000). AID 1706, 2009; in the data active = inhibition above about 12%
PriA SSB inh = inhibitors of Klebsiella pneumoniae PriA binding to SSB C-terminal tail, primary screen, biochemical, AlphaScreen | PriA–SSB C-terminal tail interaction (Klebsiella pneumoniae) | inhibition, % at 33 µM | actives 0.6% (n = 430,000) | AlphaScreen SSBct-PriA binding, biotinylated peptide; in the data active = inhibition mostly above about 37%, no sharp cut-off; inactive = mostly below about 20%;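 also: plate controls were negative control peptide for no effect and reference peptide for full effect; strong numbers were not always called active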
BH1578 lux ind = inducers of Vibrio cholerae quorum light production without autoinducers, primary screen, BH1578 luxS cqsA deficient, single point; V. cholerae BH1578 lux reporter, luminescence, 6 h; AID 588436, 2011; activation, % at 18.7 µM; actives 0.16% (n = 350,000); in the data active = activation mostly above about 9.7%, no sharp cut-off; inconclusive = no clear call, values can overlap the other calls; inactive = mostly below about 3.7%; also: not every result past the cut was called active; inactives centre near 0; reference of the scale not given here
PfHsp40 yeast = rescue of yeast from PfHsp40 toxicity, primary screen, S. cerevisiae, ATP luminescence; S. cerevisiae expressing PfHsp40, growth rescue; growth rescue, % at 12.5 µM; actives 0.68% (n = 340,000); AID 504582, 2011; in the data active = growth rescue above about 28%, passing the limit was not always enough; inconclusive = no clear call, values can overlap the other calls;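 also: yeast W303a lacking pdr1 and pdr3 grown in galactose medium; growth measured after three days at 30 °C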
Anthrax LF inh2 = Bacillus anthracis LF protease inhibitors, primary screen, biochemical, multiplex microsphere, MLPCN library; multiplex microsphere protease cleavage assay; Lethal factor (Bacillus anthracis), P15917; actives 0.12% (n = 360,000); inhibition, % at 10 µM; also: plate controls were buffer without enzyme for full effect and enzyme alone for no effect
Target sequence (P15917 whole entry, looked up): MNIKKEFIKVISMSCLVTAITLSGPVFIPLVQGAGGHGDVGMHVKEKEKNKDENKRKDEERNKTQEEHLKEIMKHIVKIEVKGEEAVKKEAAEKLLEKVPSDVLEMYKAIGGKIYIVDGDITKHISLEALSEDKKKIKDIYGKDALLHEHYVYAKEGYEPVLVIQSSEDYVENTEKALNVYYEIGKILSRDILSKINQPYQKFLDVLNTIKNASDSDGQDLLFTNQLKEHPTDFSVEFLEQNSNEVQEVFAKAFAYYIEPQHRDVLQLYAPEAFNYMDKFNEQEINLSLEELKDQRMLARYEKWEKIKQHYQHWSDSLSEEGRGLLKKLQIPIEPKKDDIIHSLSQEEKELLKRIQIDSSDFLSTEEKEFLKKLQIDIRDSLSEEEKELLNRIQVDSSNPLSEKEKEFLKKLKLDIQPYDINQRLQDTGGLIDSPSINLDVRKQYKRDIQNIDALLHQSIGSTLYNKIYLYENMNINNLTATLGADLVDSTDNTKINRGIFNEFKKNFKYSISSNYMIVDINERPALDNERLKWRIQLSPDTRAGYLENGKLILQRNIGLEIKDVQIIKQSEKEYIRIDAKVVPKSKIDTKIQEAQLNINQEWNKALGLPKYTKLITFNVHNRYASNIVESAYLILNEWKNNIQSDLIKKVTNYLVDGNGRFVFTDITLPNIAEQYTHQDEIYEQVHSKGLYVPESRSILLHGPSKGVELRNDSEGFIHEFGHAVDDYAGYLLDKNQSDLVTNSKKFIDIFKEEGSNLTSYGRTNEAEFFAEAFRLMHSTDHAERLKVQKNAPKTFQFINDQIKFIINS
TcdB GH inh = TcdB glycohydrolase inhibitors, primary screen, biochemical, single point, plate reader | Toxin B (Clostridioides difficile), P18177 | TcdB glycohydrolase enzymatic assay | inhibition, % at 9.99 µM | actives 0.24% (n = 350,000); in the data active = inhibition above about 10%
BoNT-A LC inh2 = BoNT/A light chain protease inhibitors, primary screen, biochemical, flow cytometry, MLPCN library; multiplex microsphere protease substrate cleavage; inhibition, % at 10 µM; actives 0.17% (n = 360,000); also: plate controls were buffer without enzyme for full effect and enzyme alone for no effect
* = called active by the depositor; i = inactive; ? = inconclusive; nt = not tested or not shown; & = joins results of further samples. Rule as the data show it, unless noted: active = inhibition above about 30%; inconclusive = no clear call, values can overlap the other calls; inactive = below that. This is a subset; rates above refer to the full screens.

1	C=CCN(CC=C)C(=S)NCCc1ccc(OC)c(OC)c1
2	CCN(CC)C(=O)CCSc1nnc(-c2ccco2)o1
3	Nc1nc(Br)c2c(F)cccc2c1-c1ccc(Cl)cc1
4	C=C(C)c1nc(N)nc(N)n1
5	COc1ccccc1-n1cnc2cc(NCc3ccccc3O)ccc21
6	COc1cc(S(=O)(=O)N2CCN(c3ccccc3F)CC2)ccc1Cl
7	COc1ccccc1NC(=O)CN1CCN(CC(=O)Nc2ccc3c(c2)OCCO3)CC1
8	Cc1cc(N(C)/N=C/c2ccccc2O)nc(-c2ccccc2O)n1
9	COc1ccc(N(CC(=O)NC2CCCCC2)C(=O)CNC(=O)c2ccco2)cc1OC
10	COc1ccc(S(=O)(=O)CCC(=O)O)cc1

compound no.	1	2	3	4	5	6	7	8	9	10
Y pestis TopoI	3	10	10	-2	-2	31	0	4	5	3
PrPC TRFRET	0	2	-5	1	4	-1	0	-1	-5	-2
SARS 3CLpro inh	4	-3	2	-3	1	3	-1	1	-1	2
PriA SSB inh	-2	-12	-17	-10	32	-3	-5	nt	-9	-2&-3
BH1578 lux ind	i	-0.3	-5.6	-0.3	i	-0.2	-0.1	-2.1	-1.7	0.5
PfHsp40 yeast	-0.4	0.3	-0.4	1.6	-1.8	2.0	-1.1	-1.6	-0.8	0.2
Anthrax LF inh2	-1	0	3	-2	-6	-3	-1	-8	-2	-2
TcdB GH inh	nt	0.3	4.3	nt	0.7	nt	nt	0.6	nt	nt
BoNT-A LC inh2	-0.3	-0.6	2.4	-0.1	-0.5	-0.9	-0.6	1.3	-0.3	-0.3

Of the compounds above, these have sulfur.
1	C=CCN(CC=C)C(=S)NCCc1ccc(OC)c(OC)c1
2	CCN(CC)C(=O)CCSc1nnc(-c2ccco2)o1
6	COc1cc(S(=O)(=O)N2CCN(c3ccccc3F)CC2)ccc1Cl
10	COc1ccc(S(=O)(=O)CCC(=O)O)cc1

compound no.	1	2	6	10
Y pestis TopoI	3	10	31	3
PrPC TRFRET	0	2	-1	-2
SARS 3CLpro inh	4	-3	3	2
PriA SSB inh	-2	-12	-3	-2&-3
BH1578 lux ind	i	-0.3	-0.2	0.5
PfHsp40 yeast	-0.4	0.3	2.0	0.2
Anthrax LF inh2	-1	0	-3	-2
TcdB GH inh	nt	0.3	nt	nt
BoNT-A LC inh2	-0.3	-0.6	-0.9	-0.3

Following part:
11	CN(C)C/C=C/C(O)(c1ccccc1)c1ccccc1
12	CC(C)C(=O)NC(Nc1ccc(S(N)(=O)=O)cc1)C(Cl)(Cl)Cl (stereo not drawn)
13	COC(=O)c1cc2n(n1)CCN(Cc1cccc(OC)c1)C2=O
14	O=C(CNC(=O)C12CC3CC(CC(C3)C1)C2)Nc1ncccc1O
15	CSc1nsc(SCC(=O)Nc2ccc(C(C)=O)cc2)n1
16	Cc1cc(C(F)(F)F)n2nc(-c3cnn(C)c3C(F)(F)F)cc2n1
17	Cc1ccc(C(=O)Oc2ccc(N3C(=O)CCC3=O)c(C)c2)cc1
18	O=C(c1ccccc1)N1CCN(C(=O)c2cccnc2)CC1
19	Cc1ccc[n+](CC(=O)c2ccc(Br)cc2)c1
20	O=C(NC1CC1)C1=C[C@@H](c2ccccc2)C[C@@H](OCCCCO)O1

compound no.	11	12	13	14	15	16	17	18	19	20
Y pestis TopoI	9	-4	-11	-6	-13	0	2	-3	-20	-1
PrPC TRFRET	-1	-2	11	-8	9	1	1	-3	0	-8
SARS 3CLpro inh	1	-1	-1	nt	7	0	4	-1	2	0
PriA SSB inh	-9	12	-15	-6	-3	0	9	-14	-17	-13
BH1578 lux ind	-0.6	-0.4	-3.6	-0.4	-2.8	i	-0.7	i	0.3	0.0
PfHsp40 yeast	-2.0	-1.3	-1.8	0.1	0.2	-1.5	-3.2	0.5	0.2	-1.9
Anthrax LF inh2	-5	-1	-2	2	-1	8	1	-1	1	-6
TcdB GH inh	2.5	nt	-4.3	0.1	nt	nt	-0.2	-2.4	-3.2	-0.4
BoNT-A LC inh2	3.7	-0.9	-1.1	-0.9	-0.4	0.8	0.6	-1.1	1.4	-0.4

21	CN(C1CCCCC1)S(=O)(=O)c1cccc(C#N)c1
22	CN(CC(=O)Nc1ccc(F)c(F)c1F)C(=O)CN1C(=O)C2CCCCC2C1=O (stereo not drawn)
23	O=c1[nH]c(=O)n(-c2cccc(Cl)c2)c(O)c1C=NCCCN1CCOCC1
24	CC(=O)Nc1ccc(Nc2ncnc3c2cnn3-c2ccccc2)cc1
25	CCOc1ccc(C(C)NC(=S)NCc2ccc(Cl)cc2)cc1 (stereo not drawn)
26	Cc1cc[n+](-c2[nH]c(=O)sc2/C=N/N=C(\[O-])c2ccncc2)cc1C
27	COC(=O)C1=C(C)N(Cc2ccc(C)cc2)C(=O)/C1=C\c1ccc(O)c(OC)c1
28	O=C(NCCc1ccc(F)cc1)c1ccc2c(=O)n3c(nc2c1)CCC3
29	Cc1nc(SCC(=O)NCc2ccc3c(c2)OCO3)nc(C)c1C
30	CN(C)S(=O)(=O)c1cccc(C(=O)NCCOC(=O)c2cc(F)c(F)cc2Cl)c1

compound no.	21	22	23	24	25	26	27	28	29	30
Y pestis TopoI	7	-2	-7	-1	-4	3	-3	-4	-5	-6
PrPC TRFRET	1	-2	2	-3	9	-15	-4	-4	-7	0
SARS 3CLpro inh	2	1	-2	-3	3	-2	-5	nt	nt	-2
PriA SSB inh	-14	-2	-13	-14&0	-26	nt	-8	25	10	-11
BH1578 lux ind	-0.7	-0.9	i	0.2	-0.2	-2.6	i	-2.0	i	-0.3
PfHsp40 yeast	0.6	-0.7	0.7	-0.2	?	-0.4	-1.2	-0.6	1.1	-0.9
Anthrax LF inh2	-8	-1	0	2	1	-2	-3	-5	-2	4
TcdB GH inh	0.5	1.7	nt	nt	1.8	1.8	nt	1.6	-0.4	0.0
BoNT-A LC inh2	-1.4	-1.8	0.1	?	1.0	-1.7	-1.1	-1.6	0.3	0.9

31	Cc1ccc(C(=O)c2c(C)oc3c2C(=O)C(=O)c2ccccc2-3)cc1
32	Oc1c(Br)cc(Br)cc1C=NCc1ccccc1
33	O=C(CSc1nc2[nH]ncc2c(=O)[nH]1)N1CCCC1
34	COc1cc(C(=O)NC(=S)Nc2ccccc2[N+](=O)[O-])cc(OC)c1OC
35	COc1ccc(N/C=C/C(=O)c2ccc(Cl)cc2)cc1
36	Cc1cccc(C2c3[nH]c4ccccc4c3CCN2C(=O)Cc2n[nH]c(C)n2)n1 (stereo not drawn)
37	O=S(=O)(NC1CCCC1)c1ccc(S(=O)(=O)N2CCCN(Cc3ccccc3)C2)cc1
38	COc1ccc(S(=O)(=O)Nc2ccc(S(=O)(=O)Nc3cc(C)nc(C)n3)cc2)cc1OC
39	CC(OC(=O)c1ccc(Br)o1)C(=O)NCC1CCCCC1 (stereo not drawn)
40	COC(=O)c1ccc(COC(=O)C2CCN(S(=O)(=O)c3ccccc3C(=O)OC)CC2)cc1

compound no.	31	32	33	34	35	36	37	38	39	40
Y pestis TopoI	-3	11	4	-1	-2	9	20	2	-3	42
PrPC TRFRET	nt	-2	-1	12	-2	6	nt	3	-6	-1
SARS 3CLpro inh	1	-4	6	5	5	2	2	-2	nt	nt
PriA SSB inh	14	-6	3	-2	5	-2	-3	-11	1	-6
BH1578 lux ind	i	i	-0.3	0.8	i	i	i	-0.3	-1.2	i
PfHsp40 yeast	3.6	8.7	1.2	-0.3	1.4	0.6	0.5	0.2	-1.6	0.5
Anthrax LF inh2	18	-2	1	0	-1	-2	-2	-1	1	-1
TcdB GH inh	nt	0.3	nt	0.3	nt	-0.3	-0.1	1.9	0.9	0.4
BoNT-A LC inh2	20	1.1	0.1	-0.2	0.0	-0.1	-0.2	-1.1	2.4	-6.8

41	CCOc1ccc(C(=O)NC(C)(C)CC)cc1
42	Cc1cccc(OCCNc2ncccc2[N+](=O)[O-])c1
43	COc1ccccc1NC(=O)Cn1nc(-c2ccc(Cl)cc2)c2ccccc2c1=O
44	COc1cc(C(=O)Oc2ccccc2OC(=O)c2cc(OC)c(OC)c(OC)c2)cc(OC)c1OC
45	CCOC(=O)C(=NC(C)CC)NNc1ccc(Br)cc1 (stereo not drawn)
46	Cc1cc(C)nc(N2CCCC(C(=O)NC(C)CCc3ccco3)C2)n1 (stereo not drawn)
47	Cc1ccc(C)c(CC(=O)N2CCCC(c3cc(C(=O)NCc4ccccc4)no3)C2)c1 (stereo not drawn)
48	Cc1cccc(NC(=O)c2ccc(F)c(S(=O)(=O)N3CCC4(CC3)OCCO4)c2)c1
49	Cc1nc(Nc2ccc(S(=O)(=O)N3CCCC3)cc2)c2nnn(Cc3ccccc3)c2n1
50	CCOc1ccccc1CN1CCN(C2CCOCC2)CC1CCO (stereo not drawn)

compound no.	41	42	43	44	45	46	47	48	49	50
Y pestis TopoI	16	-3	-3	0	2	4	28	7	-3	2
PrPC TRFRET	9	-5	9	12	16	-1	-1	1	4	2
SARS 3CLpro inh	3	nt	8	nt	1	1	nt	-1	1	2
PriA SSB inh	-5	nt	-21	-9	-20	-7	nt	-5	2	-10
BH1578 lux ind	-0.5	-0.3	i	nt	0.5	-1.2	-0.7	-3.8	i	2.3
PfHsp40 yeast	-0.8	nt	3.3	-1.3	2.3	0.3	nt	1.8	-0.8	-2.6
Anthrax LF inh2	7	-4	2	-2	-4	-2	3	-1	-3	0
TcdB GH inh	0.0	1.6	nt	1.2	3.2	nt	2.7	1.3	nt	0.3
BoNT-A LC inh2	-0.8	0.1	1.3	-0.4	-0.2	?	-0.3	-0.6	-0.9	0.4

51	CCN(CC)CCn1c(SCC(=O)Nc2ccc3c(c2)CCC3)nc2ccccc2c1=O
52	Cc1nnc(NCCN2CCOCC2)[nH]c1=O
53	CN(C)c1ccc(C(C#N)c2ccc(Cl)cc2)nn1 (stereo not drawn)
54	Cn1c(=O)c2c(nc(CN3CCc4ccccc4C3)n2CCCO)n(C)c1=O
55	C(=N\N1CCOCC1)/c1nc(-c2ccccc2)n2ccccc12
56	Nc1nc2n(n1)C(=O)CC(c1ccccc1[N+](=O)[O-])N2 (stereo not drawn)
57	O=C(CSc1ccc2nnc(-c3cccnc3)n2n1)NCC1CCCO1 (stereo not drawn)
58	Cc1ccccc1NC(=O)CSc1nc2scc(C)c2c(=O)[nH]1
59	CCC(CC)C1=NN2C(=N)/C(=C/c3ccc(OC(=O)c4ccco4)cc3)C(=O)N=C2S1

compound no.	51	52	53	54	55	56	57	58	59
Y pestis TopoI	5	0	6	-3	3	1	-1	6	-6
PrPC TRFRET	-12	-2	6	3	4	-1	-4	-2	6
SARS 3CLpro inh	nt	-8	-2	0	-1	2	3	0	6
PriA SSB inh	0	1&-10	2	6	nt	10	3&-17	1	10
BH1578 lux ind	-0.3	-0.6	1.0	i	i	i	-0.2	i	i
PfHsp40 yeast	-1.7	-0.9	0.8	-1.5	0.3	-1.4	0.9	-0.2	1.0
Anthrax LF inh2	nt	-2	0	0	-3	0	5	12	2
TcdB GH inh	-1.4	nt	1.2	1.4	-18	-0.4	0.5	0.3	-1.0
BoNT-A LC inh2	nt	-0.7	-0.6	-4.4	-1.3	-0.7	0.1	-0.5	0.9
